# KCNQ1 inh – human KCNQ1 channel inhibition. CHO-K1 KCNQ1, FluxOR thallium flux fluorescence; active compounds read high. B-score at 10 µM. actives 1.3% (n = 310,000). AID 2642;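 active = compounds whose thallium flux B-score, printed positive for inhibition, exceeds three library SD while starting fluorescence stays within three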;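 also: channel opened by potassium depolarization with thallium stimulus after 20 min compound exposure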
# Target sequence (P51787 whole entry, looked up): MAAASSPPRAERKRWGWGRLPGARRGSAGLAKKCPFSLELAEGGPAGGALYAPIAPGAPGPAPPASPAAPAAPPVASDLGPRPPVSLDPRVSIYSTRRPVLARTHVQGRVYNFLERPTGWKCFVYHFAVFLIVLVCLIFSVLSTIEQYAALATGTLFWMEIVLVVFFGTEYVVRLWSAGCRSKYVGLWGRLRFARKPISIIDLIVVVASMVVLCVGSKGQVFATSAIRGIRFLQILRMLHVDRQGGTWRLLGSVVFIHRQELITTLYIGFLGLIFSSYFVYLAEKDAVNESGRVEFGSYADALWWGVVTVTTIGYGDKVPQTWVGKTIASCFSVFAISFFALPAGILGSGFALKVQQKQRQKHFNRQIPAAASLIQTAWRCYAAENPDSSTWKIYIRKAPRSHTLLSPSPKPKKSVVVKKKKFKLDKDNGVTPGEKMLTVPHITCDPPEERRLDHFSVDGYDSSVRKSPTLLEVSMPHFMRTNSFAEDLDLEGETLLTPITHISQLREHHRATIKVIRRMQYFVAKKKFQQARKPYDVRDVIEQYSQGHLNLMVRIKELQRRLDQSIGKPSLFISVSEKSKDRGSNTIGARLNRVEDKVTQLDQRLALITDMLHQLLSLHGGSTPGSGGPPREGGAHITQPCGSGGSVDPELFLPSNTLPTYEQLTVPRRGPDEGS
# DYRK1A inh – inhibitors of rat Dyrk1A kinase | Q63470 | ADP-Glo luminescence, NFATc1 peptide | inhibition, % at 12.5 µM | actives 0.43% (n = 310,000) | AID 504441; in the data active = inhibition above about 50%;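 also: plate controls were vehicle with enzyme for no effect and no enzyme for full effect; many of its hits are not listed in these tables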
# KCNQ1 pot – potentiators or activators of human KCNQ1 potassium channel; B-score at 10 µM; actives 0.35% (n = 310,000); AID 2648; CHO-K1 KCNQ1, thallium flux FluxOR fluorescence; active compounds read high;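 active = fluorescence ratio B-score, a plate-corrected score, at least three library SD, with initial intensity B-score within 5 SD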
#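 Material: CHO-K1 cells stably expressing KCNQ1. Medium: assay buffer for compound exposure, DMSO matched across wells. Reagent: K+/Tl+ depolarizing stimulus. Compound dosing: single-concentration screen. Times: 37 °C overnight plating, 90-min dark dye load, 20-min compound pretreatment. Technique: FluxOR Tl+ flux fluorescence.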
# KCNK3 inh – human KCNK3 channel inhibition, primary screen | actives 0.84% (n = 340,000) | CHO-KCNK3 thallium flux, FluxOR fluorescence; active compounds read low | B-score at 10 µM;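 active = B-score under library mean minus 4 SD, starting fluorescence ratio at most library mean plus 5 SD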;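 also: more negative B-score means stronger inhibition of thallium flux through KCNK3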
# Target sequence (O14649 whole entry, looked up): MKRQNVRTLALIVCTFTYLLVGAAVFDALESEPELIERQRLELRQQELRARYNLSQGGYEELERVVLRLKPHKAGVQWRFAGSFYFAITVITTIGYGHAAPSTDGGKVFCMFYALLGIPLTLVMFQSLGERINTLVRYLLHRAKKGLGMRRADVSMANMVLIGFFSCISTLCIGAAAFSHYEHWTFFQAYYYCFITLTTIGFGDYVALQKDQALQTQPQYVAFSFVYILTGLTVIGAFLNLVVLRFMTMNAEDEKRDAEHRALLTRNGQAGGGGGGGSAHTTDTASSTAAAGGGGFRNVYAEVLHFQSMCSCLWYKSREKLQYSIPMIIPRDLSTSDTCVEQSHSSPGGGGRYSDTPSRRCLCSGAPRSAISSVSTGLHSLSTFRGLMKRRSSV
# GSK3A inh – blocks human GSK-3 alpha kinase; inhibition, % at 10 µM; P49840; ADP-Glo luminescence, 60 min; AID 2650; actives 0.1% (n = 320,000);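 in the data active = inhibition above about 50%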;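 also: GST-tagged GSK-3 alpha with peptide substrate and 25 µM ATP; 0% = DMSO neutral wells and 100% = GW8510 positive control wells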
# RGS4 pot – RGS4 potentiation or activation; HEK293 M3R/inducible RGS4, carbachol calcium flux Fluo4; active compounds read low; B-score at 10 µM; actives 0.92% (n = 310,000); AID 463111;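 active = B-score of the integrated calcium signal more than 4 SD below the library mean, with starting fluorescence not abnormally high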;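 also: negative B-score means reduced calcium response which marks RGS4 activation or potentiation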
#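 test system = M3R-expressing HEK293 line, RGS4 induced by doxycycline | probe or stimulus = carbachol at ECmax as muscarinic agonist stimulus | timing = dye loading 30 min 37 °C, buffer rest 30 min RT | signal = calcium dye Fluo4 fluorescence | evaluation = B score from integrated fluorescence ratio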
# PolyA inhibitor – yeast polyadenylation inhibition. AID 1875. actives 0.02% (n = 300,000). S. cerevisiae SKY197-pL101 polyadenylation reporter, beta-gal luminescence; efflux-impaired pdr1/pdr3 knockout yeast; score 100 = 6 SD above DMSO. calls only at 12 µM;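 active = lowest replicate activity score at least 50, where 100 means six control SD above control mean; inconclusive = lowest score under 50 but half or more replicates reach 50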;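 also: yeast exposed to compound for 9 h at 30 °C; higher score means more reporter readthrough which indicates perturbed polyadenylation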
# KCNK9 inh – human KCNK9 channel inhibition | AID 488922 | actives 1.2% (n = 310,000) | Q9NPC2 | B-score at 10 µM | HEK293 KCNK9, FluxOR thallium flux fluorescence; active compounds read low;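 active = ratio B-score over 3 SD below the library mean, with starting fluorescence within 5 SD of its mean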;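 also: negative B-score means less thallium flux so channel inhibition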
# HDAC3 inh – inhibitors of human histone deacetylase 3; recombinant HDAC3, fluorogenic peptide/trypsin coupled, fluorescence; inhibition, % at 8.3 µM; actives 0.15% (n = 320,000); AID 2718; in the data active = inhibition above about 26%, passing the limit was not always enough; inconclusive = no clear call, values can overlap the other calls
# GSK3beta inhib – inhibitors of human GSK3beta kinase. P49841. activity score (negative = inhibition), % at 10 µM. actives 0.038% (n = 300,000). GST-GSK3beta kinase, ADP-Glo luminescence, 60 min; active compounds read low. AID 2097;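 active = more than half of replicate wells score below -50%, meaning over 50% inhibition versus plate controls; inconclusive = some replicates but at most half score below -50%; inactive = no replicate scores below -50%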;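 also: 0% = median DMSO wells and -100% = median GW8510 positive control wells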
#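 Test system: GST-fused GSK3beta enzyme, cell-free | Quantity: 1.6 ng GST-GSK3beta enzyme per well | Reagent: 25 µM ATP with peptide substrate | Schedule: 60 min enzyme reaction, room temperature | Signal: Luminescent ADP-Glo measurement of ADP formed | Read-out basis: Score relative to plate controls | Control set: DMSO and 20 µM GW8510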
# hERG rescue – compounds protecting human hERG from proarrhythmic drug block; AID 1511; actives 0.51% (n = 310,000); CHO-hERG, FluxOR thallium flux, dofetilide IC70 present; activation (rescue from dofetilide block), less the hit threshold, % at 10 µM; Q12809;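 active = activation above the mean of controls blocked by dofetilide plus 5 SD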;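 also: thallium influx through hERG after potassium depolarization seen as dye fluorescence rise; in these data hits start at about 4.7%; inactives centre near -7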
# Active calls of the source: *; i = inactive; ? = inconclusive; nt = not tested or not shown. This is a subset; rates above refer to the full screens.
SMILES,KCNQ1 inh,DYRK1A inh,KCNQ1 pot,KCNK3 inh,GSK3A inh,RGS4 pot,PolyA inhibitor,KCNK9 inh,HDAC3 inh,GSK3beta inhib,hERG rescue
COc1cc(=O)[nH]c(SC(C)C(=O)Nc2cccc3ccccc23)n1 (stereo unspecified),i,-1,i,i,0,i,i,i,-1,-6,-7
CCN1C(=O)c2ccc(C(=O)Nc3nccs3)cc2C1=O,i,2,i,i,1,i,i,i,-1,-1,0
CC(C)C[C@@H](CC#N)N1CCN(CCc2ccccc2)CCC1=O,i,4,i,i,1,i,i,i,-1,1,-5
CC1CCC(C(C)C)C(OCC(O)CNC(C)c2ccccc2)C1 (stereo unspecified),i,nt,i,i,0,i,i,i,2,-3,-17
O=C(NCc1cccc(Cl)c1)NCc1cccc(Cl)c1,i,-2,i,i,0,i,i,i,3,17,-6
CC(C)(C)n1ncc(Oc2ccccc2[N+](=O)[O-])c(Cl)c1=O,i,-6,i,i,-1,i,i,i,2,0,-14
COc1ccccc1CNC(=O)COC(=O)CSc1ccc(Cl)cc1,i,nt,i,i,-1,i,i,i,-2,0,-7
CCC(O)c1cc2c(cc1NC(=O)c1ccc(C)cc1)OCCO2 (stereo unspecified),i,-7,i,i,-1,i,i,i,-7,7,-1
COc1ccc(C(=O)NCc2cccnc2)cc1Br,i,26,i,i,3,i,i,i,1,3,-10
O=C(CN(C(=O)CNC(=O)c1ccco1)c1ccc2c(c1)OCO2)NC1CCCCC1,i,2,i,i,-2,i,i,i,1,-2,-9
CO/N=C/c1c(-c2ccccc2)nn(C)c1Cl,i,-1,i,i,-2,i,i,i,-1,2,-4
Cc1ccccc1OCCC(=O)NCCc1ccc(S(N)(=O)=O)cc1,i,-3,i,i,-1,i,i,i,-9,4,-7
O=C(NNC(=S)Nc1ccc(Cl)cc1)c1ccccc1OC(F)F,8*,16,i,i,0,i,i,i,2,1,-11
O=C(Nc1cccc(-n2cnnn2)c1)c1ccc(OC(F)(F)F)cc1,i,4,i,i,1,i,i,i,5,3,-9
COc1ccc(N2C(=O)CCC(C(=O)N3CCCCC3)C2c2ccc(F)cc2)cc1 (stereo unspecified),i,1,i,i,-2,i,i,i,1,2,-3
CCOc1ccccc1N1CCN(CC(=O)Nc2cc(C)on2)CC1,i,6,i,i,-1,i,i,i,0,0,-16
C=CCn1c(=N)n(CC(=O)OC)c2ccccc21,i,-12,i,i,-1,i,i,i,-7,4,-12
CN1CCN(C(=O)Nc2ccccc2)CC1,i,nt,i,i,-2,i,i,i,2,5,-7
COc1ccccc1CNC(=O)Cn1nnc(-c2ccncc2)n1,i,nt,i,i,-1,i,i,i,11,-2,-6
CCc1cccc(CC)c1NC(=S)N1CCn2cccc2C1c1ccncc1 (stereo unspecified),i,4,i,i,0,i,i,i,12,-3,-6
O=S1(=O)c2ccccc2N=NN1Cc1ccc(Cl)cc1,i,-2,i,i,6,i,i,i,-7,1,-9
CCCn1cc(S(=O)(=O)c2ccc(C)cc2)c(=O)c2cc(OCC)ccc21,i,1,i,i,-2,i,i,i,?,0,-9
CC(C)c1nnc(NC(=O)CCC(=O)N2CCN(Cc3ccc(F)cc3)CC2)s1,i,-4,i,i,-10,i,i,i,3,4,-7
OCCc1ccccc1,i,nt,i,nt,-1,i,i,i,-2,-1,-5
CC(=O)NCCNc1nc2c(-c3cccc(C(F)(F)F)c3)nnn2c2ccccc12,i,0,i,i,-3,i,i,i,-13,0,-8
CCc1cc(=O)oc2cc(C)cc(OC(C)C(=O)NCc3cccnc3)c12 (stereo unspecified),i,-1,i,i,-2,i,i,i,-21,0,-5
CC1=C(C(=O)OC2CCCCC2)C(c2ccccc2F)NC(=O)N1 (stereo unspecified),i,-1,i,i,-3,i,i,i,-2,3,-7
COc1cc2cc(CN(Cc3cccnc3)C(=O)Nc3ccccc3F)c(=O)[nH]c2cc1OC,i,-2,i,i,-1,i,i,i,-3,-1,-17
COc1ccc(C(CC(=O)O)NC(=O)C(c2ccccc2)c2ccccc2)cc1 (stereo unspecified),i,nt,i,i,-2,i,i,i,-3,2,11*
Cc1cc(NS(=O)(=O)c2ccc(NC(=S)NC(=O)c3ccc(C(C)(C)C)cc3)cc2)no1,i,0,i,i,0,i,i,i,0,3,-6
CCOC(=O)c1cnc2ccc(Br)cc2c1NCCCN1CCOCC1,i,10,i,i,-5,i,i,i,0,0,-6
C=CCn1c(Cc2cccs2)nnc1SCC(=O)Nc1ccc(OC)cc1,i,-8,i,i,4,i,i,i,-3,2,-5
CCOCC(=O)Nc1ccc(OCc2ccccc2)cc1,i,-4,i,i,1,i,i,i,?,-2,-5
CC(C)OC(=O)CNc1n[nH]c(=S)[nH]c1=O,i,-9,i,i,nt,i,i,i,nt,-1,-11
COc1ccc(S(=O)(=O)N2CCC(CN3C(=O)c4cccc5cccc(c45)C3=O)CC2)cc1,i,-8,i,i,2,i,i,i,2,2,-12
CCOc1ccc(S(=O)(=O)N(C)c2ccc(OCC(=O)NCCc3ccc(OC)cc3)cc2)cc1,i,-3,i,i,-1,i,i,i,5,-2,-13
Cc1ccc(-c2csc(/C(C#N)=C/Nc3ccccc3SC(F)(F)F)n2)cc1,i,-4,i,i,-2,i,i,i,8,-2,3
CCCn1c(SCC(=O)NC2CCCC2)nnc1-c1cccnc1,i,-8,i,i,-1,i,i,i,0,2,-3
Cc1ccc(N2CC(C(=O)NCCCn3ccnc3)CC2=O)cc1 (stereo unspecified),i,2,i,i,-2,i,i,i,0,-26,-6
CC(C(=O)NCCc1ccc(S(N)(=O)=O)cc1)N1C(=O)CC(C)(C)Sc2ccccc21 (stereo unspecified),i,1,i,i,-4,i,i,i,-3,-3,-4
CCn1c(SCC(=O)NC2CC2)nnc1-c1ccccn1,i,1,i,i,-3,i,i,i,nt,0,-7
COc1ccc(S(=O)(=O)Nc2ccc(S(=O)(=O)Nc3ccc(F)cc3)cc2)cc1C,i,-7,i,i,-4,i,i,i,9,-2,-10
CCN(CC)c1ncnc2sc3c(c12)CCC3,i,3,i,i,-6,i,i,i,-5,1,-5
Nc1cccn2c(-c3ccc(Cl)c(Cl)c3)cnc12,i,4,i,i,0,i,i,i,-4,-3,-10
O=C(Oc1coc(CSc2nnc(NC(=O)C3CC3)s2)cc1=O)c1c(F)cccc1F,i,0,i,i,-2,i,i,i,0,-6,-7

# Record cards, as listed above. Order of values: KCNQ1 inh | DYRK1A inh | KCNQ1 pot | KCNK3 inh | GSK3A inh | RGS4 pot | PolyA inhibitor | KCNK9 inh | HDAC3 inh | GSK3beta inhib | hERG rescue
# Entry for `CCCn1c(SCC(=O)NC2CCCC2)nnc1-c1cccnc1` = i | -8 | i | i | -1 | i | i | i | 0 | 2 | -3
# Entry for `CCOCC(=O)Nc1ccc(OCc2ccccc2)cc1` = i | -4 | i | i | 1 | i | i | i | ? | -2 | -5
# Entry for `CCOC(=O)c1cnc2ccc(Br)cc2c1NCCCN1CCOCC1` = i | 10 | i | i | -5 | i | i | i | 0 | 0 | -6

# Further results
SMILES,KCNQ1 inh,DYRK1A inh,KCNQ1 pot,KCNK3 inh,GSK3A inh,RGS4 pot,PolyA inhibitor,KCNK9 inh,HDAC3 inh,GSK3beta inhib,hERG rescue
CC(C)(C)C(=O)/C(=C/c1ccncc1)n1cncn1,i,-3,i,i,-2,i,i,i,-4,-1,-1
COc1ccc(/C=C/C(=O)N2c3ccccc3Sc3ccc(C(F)(F)F)cc32)cc1,i,4,i,i,-1,i,i,-7.3*,6,-2,-11
COC(=O)c1ccc2nc(C3CCCCC3)c3c(c2c1)CCC3,i,-3,i,i,0,i,i,i,2,3,-19
CC(NC(=O)CSc1nc2c(c(C(F)(F)F)n1)CCc1ccccc1-2)c1ccccc1 (stereo unspecified),i,-3,i,i,-2,i,i,i,3,0,-5
COc1ccc(Cl)cc1C(=O)N/N=C/c1ccc(N2CCOCC2)cc1,i,-4,i,i,0,i,i,i,-12,3,-19
O=C(Cc1ccc(-n2c(=O)[nH]c3ccsc3c2=O)cc1)N1CCN(c2ccc(Cl)cc2)CC1,i,1,i,i,14,i,i,i,1,2,-9
O=C(Nc1nccs1)C(NS(=O)(=O)c1ccc(Br)s1)c1ccccc1 (stereo unspecified),i,1,i,i,-5,i,i,i,2,0,-8
CCC(C)c1ccc(NC(=O)c2cccs2)cc1 (stereo unspecified),i,-3,i,i,-2,i,i,i,8,0,-5
O=C(Oc1cccc([N+](=O)[O-])c1)C1CCN(C(=O)c2ccc(F)cc2)CC1,i,-3,i,i,1,i,i,i,7,1,-9
COc1ccccc1P(=O)(c1ccccc1)c1ccccc1NC(C)=O (stereo unspecified),i,-4,i,i,0,i,i,i,5,0,-11
O=C(c1cc2cc(Br)ccc2o1)N1CCN(c2ccccc2)CC1,i,7,i,i,2,i,i,i,0,1,-9
C=CCn1c(SC)nnc1C1COc2ccccc2O1 (stereo unspecified),i,-5,i,i,2,i,i,i,0,-4,-8
O=C(NC1CCN(C(=S)NCc2ccco2)CC1)c1cccc(F)c1,i,-5,i,i,0,i,i,i,11,-3,-15
COc1ccc(NC(=O)CN2C(=O)NC(C)(c3ccccc3)C2=O)cc1Cl (stereo unspecified),i,-4,i,i,-1,i,i,i,1,2,-1
Cn1nnnc1SCC(=O)NCCCc1ccccc1,i,1,i,i,5,i,i,i,2,0,-8
CC(=O)Nc1ccc(Nc2nc(C)cc(C)n2)cc1,i,8,i,i,0,i,i,i,-12,-3,-3
O=S1(=O)[C@H]2C[C@@H]3C=C[C@@]2(CN1Cc1cccc(Cl)c1)O3,i,12,i,i,-4,i,i,i,-6,0,-6
NC(=O)CSc1nc2scc(-c3ccco3)c2c(=O)n1-c1ccccc1,i,-2,i,i,-1,i,i,i,4,1,-14
CCOC(=O)C(C(C)=O)C(c1ccc(OCCC(C)C)cc1)C(C(C)=O)C(=O)OCC (stereo unspecified),i,6,i,i,-3,i,i,i,7,1,-11
COc1ccc(C(NCC(=O)Nc2c(C)cccc2C)c2ccccc2)cc1 (stereo unspecified),i,2,i,i,0,i,i,i,3,1,-8
O=C(NCc1ccc2c(c1)OCO2)c1cc(-c2ccccc2Cl)on1,i,-7,i,i,-4,i,i,i,1,3,-2

# Bioassay records: PubChem, several laboratories
